miR-122 sensor = miR-122 Renilla sensor signal increase in Huh7, primary screen, miR-122 inhibitor project, cell-based, single point, plate reader; Huh7 miR-122 Renilla luciferase sensor, 48 h; neutral wells = 0, positive control = 100; 340,000 tested, 0.3% active; activation (reporter increase), % at 12.5 µM; AID 602342, 2012;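 active = mean replicate activation score at least 90 and every replicate individually at or above 90; inconclusive = only one of the two criteria met; inactive = neither criterion met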;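 also: higher luciferase means less miR-122 activity so hits act as miR-122 inhibitors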
SIRT5 block = SIRT5 desuccinylase inhibitors, primary screen, biochemical, fluorescence imaging, single point, set 5 | NAD-dependent protein deacylase sirtuin-5, mitochondrial (Homo sapiens), Q9NXA8 | Purified SirT5, succinyl-peptide AMC, trypsin-coupled fluorescence | inhibition, % at 15 µM | 330,000 tested, 1.1% active | AID 652115, 2013; in the data active = inhibition above about 15%; inconclusive = no clear call, values can overlap the other calls
Target sequence (Q9NXA8 whole entry, looked up): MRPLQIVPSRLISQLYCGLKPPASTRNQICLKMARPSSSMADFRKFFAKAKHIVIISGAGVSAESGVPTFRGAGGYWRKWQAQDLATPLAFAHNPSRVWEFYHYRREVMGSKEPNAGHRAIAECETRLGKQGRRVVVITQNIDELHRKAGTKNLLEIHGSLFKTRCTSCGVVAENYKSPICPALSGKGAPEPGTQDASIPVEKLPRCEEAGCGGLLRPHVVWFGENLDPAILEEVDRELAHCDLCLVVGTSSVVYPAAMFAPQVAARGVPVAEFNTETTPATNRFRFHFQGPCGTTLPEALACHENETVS
ERp5 block = inhibitors of ERp5-driven insulin aggregation, primary screen, biochemical, turbidity, absorbance 650 nm, single point; AID 651711, 2012; 350,000 tested, 0.05% active; inhibition, % at 9.99 µM; Protein disulfide-isomerase A6 (Homo sapiens), Q15084; 90 min;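 active = mean replicate inhibition above about 25%, with every replicate also reaching it, limit read from the data, passing the limit was not always enough; inconclusive = only one of those two criteria met; inactive = neither criterion met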
Target sequence (Q15084 whole entry, looked up): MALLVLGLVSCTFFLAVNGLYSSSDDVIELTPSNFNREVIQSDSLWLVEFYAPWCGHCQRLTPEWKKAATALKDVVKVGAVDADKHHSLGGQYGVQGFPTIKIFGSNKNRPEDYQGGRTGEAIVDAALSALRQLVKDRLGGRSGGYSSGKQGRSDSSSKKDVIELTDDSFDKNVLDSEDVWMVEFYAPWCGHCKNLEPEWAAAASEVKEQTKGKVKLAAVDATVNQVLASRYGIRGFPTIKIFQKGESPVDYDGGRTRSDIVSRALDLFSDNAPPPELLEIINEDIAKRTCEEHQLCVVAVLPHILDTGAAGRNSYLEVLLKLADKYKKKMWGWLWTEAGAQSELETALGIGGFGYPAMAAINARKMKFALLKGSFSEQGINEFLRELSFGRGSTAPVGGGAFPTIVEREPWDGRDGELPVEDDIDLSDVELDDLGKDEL
ARNT TACC3 PPI = disruptors of ARNT/TACC3 protein interaction, primary screen, biochemical, AlphaScreen, single concentration | Transforming acidic coiled-coil-containing protein 3 (Homo sapiens), Q9Y6A5 | AlphaScreen His-ARNT PAS-B/GST-TACC3 binding, luminescence; TACC3 fragment carries E629A point mutation | inhibition, % at 9.99 µM | 390,000 tested, 0.66% active;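 active = mean inhibition of replicates at least 50% and at least half of replicates each reaching 50%; inconclusive = half or more replicates reach 50% but mean below 50%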;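 also: 0% = complete ARNT plus TACC3 wells and 100% = ARNT alone without TACC3; many hits fall short of the cut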
Statin myotox sup = suppressors of statin myotoxicity in C2C12 myotubes, primary screen, cell-based, single point, plate reader; C2C12 myotubes + simvastatin, ATP luminescence, 48 h; scaled: DMSO 0, geranylgeraniol control 100; rescue of ATP level, % at 7.49 µM; 330,000 tested, 0.78% active; AID 602340, 2012;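 active = mean ATP rescue above about 67%, or every replicate alone reaching that limit, limit read from the data, passing the limit was not always enough; inconclusive = no clear call, values can overlap the other calls; inactive = mean under the limit and some replicate under it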;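 also: myotubes were challenged with 10 µM simvastatin during compound exposure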
esBAF inh = Bmi1 luciferase reporter increase in mESCs, primary screen, esBAF inhibitor project, mouse ES cells, Bmi1 luciferase knock-in, single point; reporter increase, % at 12.5 µM; 350,000 tested, 2% active; 24 h; 100% = twice the neutral-well signal; in the data active = activation above about 40%; inconclusive = no clear call, values can overlap the other calls;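 also: 0% = median of the plate's neutral control wells and 100% = double that signal; a rise in the Bmi1 reporter signal indicates esBAF inhibition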
Cneo AK release = Cryptococcus neoformans cell lysis inducers, primary screen, AK release luminescence, single concentration | C. neoformans lysis, adenylate kinase release luminescence, 4 h; normalised: neutral wells 0, clomiphene wells 100 | lysis activity, % at 15 µM | 360,000 tested, 0.2% active;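 active = mean lysis activity across replicates of at least 80%, whatever share of replicates individually reach that level; inactive = mean lysis activity below 80%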
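Test system: log-phase Cryptococcus neoformans yeast cells. Input: 5 × 10^6 yeast cells/mL. Medium: fresh YPD growth medium. Doses: single dose. Incubation: static 4 h at 37 °C with compound, 1 h detection. Measured by: luminescent adenylate kinase detection reagent. Read-out: signal increase indicating cell lysis. Benchmarks: Clomiphene.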
* hit, by the source's call; ? = inconclusive; · = not tested or not shown; [ ] = another dose, or the depositor's remark.

SMILES | miR-122 sensor | SIRT5 block | ERp5 block | ARNT TACC3 PPI | Statin myotox sup | esBAF inh | Cneo AK release
COc1cc(C(=O)N/N=C/c2coc3ccc(Cl)cc3c2=O)ccc1O | 3 | 1 | 6 | 4 | -11 | 0 | 4
CCN1CCN(C(=O)CSc2ccc(C)cc2)CC1 | 5 | 1 | 0 | -3 | 22 | 31 | 3
CCN(CC)S(=O)(=O)c1cccc(C(=O)N/N=C/c2ccc(N3CCOCC3)cc2)c1 | -6 | -8 | 4 | -2 | -9 | -5 | 1
CCn1c(SCC(=O)N2CCCc3ccccc32)nc2c(c1=O)SC(C)C2 (stereo not drawn) | 7 | 1 | -3 | 7 | -4 | 8 | 1
Cn1c(C(=O)NCCC2=CCCCC2)cc2c(=O)n3ccccc3nc21 | 1 | · | · | -9 | -3 | 44* | 0
Cc1ccc(Cl)c2c1=NC(=O)C=2c1[nH]c(=S)[nH]c1O | -2 | 1 | 4 | -4 | 6 | -6 | 1
Cc1cc(Br)cn2c(Cc3cccc(F)c3)c(-c3ccc(Cl)cc3)nc12 | 10 | 0 | 1 | · | -15 | 6 | 1
Cc1ccc(N2CC(C(=O)N3CCc4ccccc4C3)CC2=O)cc1 (stereo not drawn) | -3 | · | · | -2 | -4 | 4 | 1
CCCCc1nc2cc(C(=O)NCc3nccn3CC)ccc2o1 | -3 | 0 | -2 | 3 | -3 | 35 | 0
CC(C)CC(NC(=O)CNC(=O)C1O[C@@H]2OC(C)(C)O[C@@H]2[C@H]2OC(C)(C)O[C@@H]12)C(=O)O (stereo partly drawn) | · | 0 | 3 | -8 | · | -6 | -1
O=C(NCc1cccnc1)c1cc(C2CCCCN2C(=O)c2ccc3c(c2)CCO3)on1 (stereo not drawn) | 5 | · | 3 | · | 24 | -4 | 2
Cc1cc(C(=O)CSc2nnc(N)s2)c(C)n1CCc1ccc(F)cc1 | -17 | · | · | -15 | 6 | 25 | 0
CC1(C)CC(=O)C2=C(C1)c1c(ccc3ccccc13)NC2c1ccc(Br)o1 (stereo not drawn) | -4 | · | · | · | 107* | 22 | -1
Cc1noc(C)c1NC(=O)N(C)C[C@@H]1Oc2ccc(NC(=O)NC(C)C)cc2C(=O)N([C@H](C)CO)C[C@H]1C | 7[16.7 µM] | 3 | 3 | -9 | -11 | 1 | 6
CCOC(=O)C1=C(COC(=O)c2ccc([N+](=O)[O-])o2)NC(=O)NC1C (stereo not drawn) | 2 | -1 | 2 | 28 | -8 | -9 | 1
COc1cc(/C=N/n2c(-c3cc(C)[nH]n3)n[nH]c2=S)cc(OC)c1O | 3 | 3 | 8 | 6 | -2 | 7 | -2
C=CCn1c(-c2ccncc2)n[nH]c1=S | 2 | -1 | 1 | 0 | · | · | ·
Cc1cccc(NC(=O)C2CCN(C(=O)[C@@H]3Cc4ccccc4CN3)CC2)c1 | -10 | -4 | 0 | 1 | 7 | 12 | 0
CCc1nc2ccc(C(=O)Nc3cccc(NS(C)(=O)=O)c3)cn2c1N(C)C(=O)c1cccc(OC)c1 | -4 | 2 | 8 | · | 2 | 2 | 1
O=C(NC(=S)Nc1ccccn1)c1ccccc1 | · | 0 | 1 | -5 | -1 | 4 | -9

Among those listed so far, these have an aryl methoxy group.
SMILES | miR-122 sensor | SIRT5 block | ERp5 block | ARNT TACC3 PPI | Statin myotox sup | esBAF inh | Cneo AK release
COc1cc(C(=O)N/N=C/c2coc3ccc(Cl)cc3c2=O)ccc1O | 3 | 1 | 6 | 4 | -11 | 0 | 4
COc1cc(/C=N/n2c(-c3cc(C)[nH]n3)n[nH]c2=S)cc(OC)c1O | 3 | 3 | 8 | 6 | -2 | 7 | -2
CCc1nc2ccc(C(=O)Nc3cccc(NS(C)(=O)=O)c3)cn2c1N(C)C(=O)c1cccc(OC)c1 | -4 | 2 | 8 | · | 2 | 2 | 1

Continuation:
SMILES | miR-122 sensor | SIRT5 block | ERp5 block | ARNT TACC3 PPI | Statin myotox sup | esBAF inh | Cneo AK release
COc1ccc(CN(CC(=O)NCC2CCCO2)C(=O)CNS(=O)(=O)c2ccccc2)cc1 (stereo not drawn) | · | -5 | -5 | -7 | 1 | -3 | -9
COCCN(C(=O)COC(=O)COc1ccc2c(c1)CCC2)c1c(N)n(Cc2ccccc2)c(=O)[nH]c1=O | -9 | 0 | 10 | -1 | 8 | 3 | ·
Cc1ccc(OCC(=O)NNC(=O)c2ccoc2C)c(Br)c1 | -5 | · | · | -4 | -3 | 3 | -3
COc1ccc(CCNC(=O)CCc2ccc(S(=O)(=O)NCC(C)C)cc2)cc1OC | · | 0 | 1 | -8 | · | · | ·
C[C@H]1CN([C@@H](C)CO)S(=O)(=O)c2ccc(C#Cc3ccccc3F)cc2O[C@H]1CN(C)CC1CC1 | -7[16.7 µM] | -4 | 13 | 0 | 9 | -9 | 6
CCCc1nc(-c2cc3cc(C)ccc3[nH]c2=O)no1 | 3 | -10 | -2 | 4 | 1 | -1 | -2
O=C(CCNC(=O)c1ccccc1)Nc1cccnc1 | -3 | -2 | 0 | -5 | 0 | -5 | 2
Cc1ccc(OCC(=O)Nc2cccc3c2CCCC3)cc1C | ? | · | · | -17 | -22 | -9 | -2
O=C(N/N=C/c1ccccc1F)c1ccc(COc2ccccc2Cl)o1 | -7 | · | · | 11 | · | · | -2
O=C(c1ccccc1)c1ccc(C(=O)N2CCN(c3ccccc3Cl)CC2)cc1 | -10 | 1 | 1 | · | 11 | 1 | -1
CCS(=O)(=O)Nc1ccc2c(c1)C(=O)N(C)[C@H]1CC[C@H](CC(=O)N3CCOCC3)O[C@@H]1CO2 | 4[16.7 µM] | -3 | -1 | -9 | -10 | -6 | 0
CCC(CC)C(=O)Nc1ccc(Cl)c(Cl)c1 | 2 | · | · | -6 | · | · | -1
O=C(OC1CCN(c2ncc(C(F)(F)F)cc2Cl)CC1)c1ccccc1 | 0 | · | · | -8 | 0 | 10 | 3
C=CCNC(=S)NNC(=O)c1ccc([N+](=O)[O-])cc1 | · | 0 | -4 | 6 | · | · | ·
Cc1cc(C)cc(-n2nnnc2SCC(=O)Nc2nc(-c3ccc(F)cc3)cs2)c1 | · | -4 | 0 | -3 | -49 | 3 | -4
Cc1ccc(C(=O)COC(=O)CNC(=O)c2cccs2)cc1C | -6 | -2 | 3 | · | -4 | 2 | 1
Cc1ccc(S(=O)(=O)N(C)C)cc1NC(=O)COC(=O)COc1ccc2c(c1)CCC2 | 61 | 0 | -1 | 0 | -2 | 1 | -1
CCOC(=O)N1CCN(C(=O)C2CCCN(S(C)(=O)=O)C2)CC1 (stereo not drawn) | · | 0 | 2 | 3 | -20 | -4 | 0
O=C(OCC(=O)C12CC3CC(CC(C3)C1)C2)c1ccc(O)cc1O | -7 | -2 | 8 | 0 | -9 | 51* | -6
C=C(C)Cn1c(CCCNC(=O)CCC)nc2ccccc21 | -2 | · | · | -2 | 2 | 7 | 9
CCCCCCn1c(=O)n2n(c1=O)[C@@H]1CN(S(=O)(=O)c3ccc(C)cc3)C[C@]1(O)[C@@H](OC(=O)NC1CC1)C2 | 1 | -5 | -4 | · | 5 | 0 | 0
O=C(/C=C/c1cccc([N+](=O)[O-])c1)N1CC[C@@]2(O)CCCC[C@H]2C1 | -13 | 0 | -1 | -2 | 4 | 0 | -1
Nn1cnnc1N/N=C\c1ccc(-c2ccccc2[N+](=O)[O-])o1 | 17 | 3 | 6 | 34 | 1 | 12 | 1
Cc1ccnc(Nc2nc3ccccc3s2)n1 | 13 | -4 | -6 | 4 | 1 | 17 | ·
Cc1cnc(=O)[nH]c1SCc1cccc([N+](=O)[O-])c1 | 3 | 4 | 0 | -3 | -7 | -5 | 0
COc1cc(C(=O)N2CCN(c3ccccc3F)CC2)ccc1OCC(=O)N1CCOCC1 | -4 | -2 | -1 | -6 | -14 | -1 | 0
Cc1ccc(CSCC(=O)Nc2ccccc2F)cc1 | -2 | -4 | -2 | -2 | 5 | 23 | 1
COc1ccc(S(=O)(=O)N2CCN(CC(=O)N3CCOCC3)CC2)cc1OC | -5 | · | -12 | · | -13 | -7 | 4
C=CCn1c(Cc2cccc3ccccc23)n[nH]c1=S | 3 | · | · | 10 | · | · | -6
CO[C@@H]1CN(C)C(=O)c2cc(NC(=O)Nc3ccc(Cl)c(Cl)c3)ccc2OC[C@H](C)NC[C@@H]1C | -19[16.7 µM] | 8 | · | -21 | -51 | 0 | -4
COc1ccc(C(O)(C2CCCCC2)C(CN2CCOCC2)c2ccccc2)cc1 (stereo not drawn) | · | 1 | 0 | 4 | 26 | -9 | 1
COCCNC(=O)C(c1ccco1)N(C(=O)Cn1nnc2ccccc21)c1cccc(C)c1C (stereo not drawn) | 19 | · | · | -7 | 5 | -9 | 1
Cc1ccc(S(=O)(=O)N(C)C[C@H]2Oc3ccc(NC(=O)CCC(F)(F)F)cc3C(=O)N([C@@H](C)CO)C[C@H]2C)cc1 | 100*[16.7 µM] | 0 | 1 | -3 | 1 | -21 | -6
Cc1nc(C)n(CC(O)COc2ccc3cc(Br)ccc3c2)n1 (stereo not drawn) | -6 | · | · | 15 | · | · | 1
CCOC(=O)CN1CC23C=CC(O2)C(C(=O)NC2CCCC2)C3C1=O (stereo not drawn) | 5 | 1 | 2 | · | 4 | -2 | -5
COC(=O)C(NC(=O)c1ccccc1)=C1CCCCC1 | -6 | · | · | -4 | 29 | -2 | 2
Cc1cc(N)n2nc(-c3ccccc3)c(-c3ccccc3)c2n1 | -2 | · | · | -5 | -44 | -4 | -1
C1CCN(c2nc3nonc3nc2N2CCCCC2)CC1 | 4 | 3 | 0 | 4 | 2 | 5 | ·
Cc1ccc(NC(=O)C2CC(=O)N(C(C)c3ccccc3)C2)cc1 (stereo not drawn) | 5 | 4 | 0 | -6 | -4 | -6 | 2
COc1ccc(N2CCN(C(=O)CNC(=O)c3ccccc3Cl)CC2)cc1 | · | -1 | 4 | -2 | 5 | -1 | 1

3 entries from above, reformatted:
Each structure is followed by: miR-122 sensor	SIRT5 block	ERp5 block	ARNT TACC3 PPI	Statin myotox sup	esBAF inh	Cneo AK release
Cc1nc(C)n(CC(O)COc2ccc3cc(Br)ccc3c2)n1 (stereo not drawn)
→ -6	·	·	15	·	·	1
CCOC(=O)CN1CC23C=CC(O2)C(C(=O)NC2CCCC2)C3C1=O (stereo not drawn)
→ 5	1	2	·	4	-2	-5
COC(=O)C(NC(=O)c1ccccc1)=C1CCCCC1
→ -6	·	·	-4	29	-2	2

Further entries
SMILES | miR-122 sensor | SIRT5 block | ERp5 block | ARNT TACC3 PPI | Statin myotox sup | esBAF inh | Cneo AK release
CCOc1ccc(OCCOCCN2CCOCC2)cc1 | -3 | · | · | -3 | 3 | 0 | 2
COc1ccccc1C1C(C(N)=O)=C(C)Nc2nc(-c3ccc(Cl)cc3)nn21 (stereo not drawn) | 3 | · | -1 | -2 | 44 | -1 | -1
Cc1cc2n(n1)C(c1sccc1C)Nc1ccccc1-2 (stereo not drawn) | 10 | · | · | -5 | 5 | 1 | -4
CCC(C)[C@H](NC(=O)N1CCCCC1)C(=O)OC (stereo partly drawn) | 8 | -1 | -2 | 0 | 3 | 0 | 1
COCC#Cc1cnc2c(c1)C(=O)N([C@@H](C)CO)C[C@H](C)[C@H](CN(C)C(=O)Nc1cccc(F)c1)O2 | 10[16.7 µM] | -3 | -1 | -1 | -3 | 2 | 2
COc1ccccc1N(CC(=O)Nc1ccc(C)cc1Cl)S(=O)(=O)c1cccs1 | 1 | -6 | -6 | · | 4 | 0 | ·
Cc1nnc(SC(C)C(=O)Nc2ccc3ccccc3c2)[nH]c1=O (stereo not drawn) | · | 2 | 1 | -6 | 8 | 3 | 9

Screening results (PubChem BioAssay)
